# CASP6 VEID inh: human caspase-6 inhibitors, primary screen, biochemical, VEID-R110 fluorescence, single point, set 2; P55212; purified caspase-6, Z-VEID-R110 cleavage fluorescence; inhibition, % at 12.5 µM; 350,000 compounds, 0.53% hits; AID 686996, 2013;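 active = mean inhibition across replicates at least about 35%, with every replicate also reaching that limit, limit read from the data; inconclusive = only one of the two criteria met; inactive = neither criterion met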;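 note: 0% = median of neutral control wells and 100% = no fluorescence left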
# GSIS activator: GLuc luminescence reporter in INS-1E cells, primary screen for activators of glucose-dependent secretion of insulin | 370,000 compounds, 0.61% hits | INS-1E GLuc reporter insulin secretion, 2-3 h | activation, % at 16.6 µM;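 active = lowest replicate activation of at least 40%, so every replicate reaches that level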;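 note: 0% = median of neutral control wells and 100% = median of IBMX positive control wells; some compounds called inactive have numbers as strong as hits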
# DENV2 CPE rescue: inhibitors of DENV2 cytopathic effect, primary screen, cell-based, plate reader, single concentration. CPE inhibition, % at 9.99 µM. DENV2-infected cells, cytopathic effect rescue. 350,000 compounds, 1.7% hits; in the data active = CPE inhibition above about 20%, passing the limit was not always enough; inconclusive = no clear call, values can overlap the other calls; tested in BHK-21 cells;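 note: 0% = median of neutral control wells and 100% = median of positive control wells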
# XiGFP reactiv: activators of inactive X chromosome reactivation, primary screen, imaging, XiGFP fibroblasts, GFP high-content imaging, set 2 | XiGFP mouse fibroblasts, % GFP-positive cells imaging, 3 d; cells co-treated with 5-aza-dC sensitizer; scaled so ellipticine positive control = 100% | activation, % at 7.58 µM | 360,000 compounds, 0.055% hits | AID 743238, 2013;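 active = mean normalized replicate activation at least 10% and every replicate at or above 10%; inconclusive = only one of the two criteria met; inactive = mean below 10% and not all replicates reach 10%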;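 note: 0% = median of on-plate neutral control wells and 100% = ellipticine 6 µM median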
#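 Schedule: 3 d treatment, 15 min room-temperature fixation; system: 68-5-11 XiGFP fibroblast line; buffer or medium: DMEM plus 5-aza-dC sensitizer; control set: ellipticine 6 µM positive control; compound: one concentration, pinned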
# CFTR F508del cor: F508del CFTR correction, initial screen, CFBE line, single point; CFBE cells, YFP halide quenching; stimulated with forskolin plus potentiator P3; % fluorescence drop versus neutral controls; activity (quench increase), % at 7.58 µM; 350,000 compounds, 0.36% hits; AID 720511, 2013;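 active = mean added fluorescence quench of at least 8% versus neutral control, with both replicates also reaching 8%; inconclusive = only one of the mean or replicate conditions met; inactive = mean below 8% and not both replicates reaching 8%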;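 note: cells transiently co-express mutant CFTR-F508del with the halide-sensitive YFP; corrector assay measuring rescue of mutant channel to the surface after 24 h compound exposure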
# RAD54 inh: inhibitors of human RAD54 branch migration, primary screen, biochemical, fluorescence, single point. RAD54 Holliday junction branch migration, FAM/BHQ fluorescence. inhibition, % at 10.4 µM. 360,000 compounds, 0.14% hits;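 active = mean normalized replicate activity at least 40 and at least half of replicates scoring 40 or more; inconclusive = only one of the two criteria met; inactive = mean below 40 and under half of replicates reaching 40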;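 note: 0% = median of neutral control wells and 100% = median of positive control wells; inhibitors cause a drop in the FAM fluorescence signal; in these data hits start at about 50%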
# RAD52 anneal inh: RAD52 DNA annealing inhibitors, primary screen, biochemical, FRET, single point, set 2; recombinant RAD52 DNA annealing, FRET fluorescence; inhibition, % at 18.7 µM; 360,000 compounds, 0.46% hits; AID 651710, 2012;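 active = every replicate showing at least 50% inhibition; inconclusive = mean inhibition at least 50% but not in every replicate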
# Target sequence (P43351 whole entry, looked up): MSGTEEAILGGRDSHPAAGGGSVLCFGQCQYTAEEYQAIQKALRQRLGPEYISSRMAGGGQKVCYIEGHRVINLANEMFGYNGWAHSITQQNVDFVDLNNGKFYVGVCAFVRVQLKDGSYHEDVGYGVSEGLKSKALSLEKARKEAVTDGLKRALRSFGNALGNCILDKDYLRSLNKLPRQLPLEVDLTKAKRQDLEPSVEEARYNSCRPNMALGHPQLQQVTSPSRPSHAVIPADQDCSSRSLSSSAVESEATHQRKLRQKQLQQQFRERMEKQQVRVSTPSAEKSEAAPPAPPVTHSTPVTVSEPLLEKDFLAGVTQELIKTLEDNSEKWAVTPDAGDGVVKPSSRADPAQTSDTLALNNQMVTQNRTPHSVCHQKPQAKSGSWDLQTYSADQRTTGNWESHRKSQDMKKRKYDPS
# E-selectin induc: E-selectin induction in HUVECs, primary screen, imaging, HUVEC, immunofluorescence imaging, single point; normalized: neutral wells 0, TNF-alpha wells 100; activation, % at 7.58 µM; 260,000 compounds, 0.37% hits;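 active = mean E-selectin-positive cell signal at least 10% of the positive control, reached in at least 60% of replicates, without over 20% cell loss; inconclusive = no rule given, readout overlaps actives, possibly toxicity-flagged; inactive = the rest, including those meeting only one limit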;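 note: in these data hits start at about 27%; measured in HUVEC primary endothelial cells; signal is the percent of cells scored E-selectin positive by PE staining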
# Target sequence (P16581 whole entry, looked up): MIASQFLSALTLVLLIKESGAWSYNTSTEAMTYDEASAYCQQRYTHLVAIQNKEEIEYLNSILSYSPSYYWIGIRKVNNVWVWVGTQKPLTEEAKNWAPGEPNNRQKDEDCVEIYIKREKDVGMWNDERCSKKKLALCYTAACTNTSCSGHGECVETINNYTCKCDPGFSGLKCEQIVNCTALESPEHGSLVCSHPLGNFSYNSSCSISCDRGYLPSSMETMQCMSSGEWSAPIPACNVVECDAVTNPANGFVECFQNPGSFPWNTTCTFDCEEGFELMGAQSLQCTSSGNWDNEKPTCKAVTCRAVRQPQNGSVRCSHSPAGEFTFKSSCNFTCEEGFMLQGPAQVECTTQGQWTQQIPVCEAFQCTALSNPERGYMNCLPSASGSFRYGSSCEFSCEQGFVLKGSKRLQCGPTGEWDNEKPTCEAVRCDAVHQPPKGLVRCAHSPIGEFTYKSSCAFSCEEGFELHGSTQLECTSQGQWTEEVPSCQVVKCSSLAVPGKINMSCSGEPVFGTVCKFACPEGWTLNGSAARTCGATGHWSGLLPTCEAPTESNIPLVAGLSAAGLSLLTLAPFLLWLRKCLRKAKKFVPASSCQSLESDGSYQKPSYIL
#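 Test system: HUVEC; input: 3,000 HUVEC/well; measured by: immunofluorescence imaging; read-out: % PE-positive cells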
# * marks the source's active call; other numbers are inactive results; ? = inconclusive; . = not tested or not shown; & = joins results of further samples; ! = a repeat was not active.
cpd	Molecule	CASP6 VEID inh	GSIS activator	DENV2 CPE rescue	XiGFP reactiv	CFTR F508del cor	RAD54 inh	RAD52 anneal inh	E-selectin induc
1	CC(=O)c1cccc(NC(=O)C2(C)Cc3c(-c4cccc(C(F)(F)F)c4)ccnc3O2)c1 (stereo not given)	1	-19	-10	0.0	2.5	3	-10	0.3
2	C[C@@H]1CCCCO[C@H](CN(C)C(=O)CCCN(C)C)[C@@H](C)CN([C@@H](C)CO)C(=O)c2cc(NC(=O)Nc3ccc(F)cc3)ccc2O1	1	17	8	-1.1	0.5	17	33	0.3
3	C/C(=N\N=C1\NC(=O)C(CC(=O)Nc2ccc(Cl)cc2)S1)c1ccco1 (stereo not given)	4	-29	-1	0.1	.	-4	-4	0.2
4	CN(C)CCCNC(=O)C[C@H]1C[C@H](C(=O)N2CCOCC2)[C@@]2(C)c3[nH]c4cc(CCC(=O)N(C)C)ccc4c3CCN2C1=O	-69	-5	-7	0.1	5.5	9	-15	-0.1
5	O=[N+]([O-])c1ccc(N2CCN(c3ccc([N+](=O)[O-])cc3CO)CC2)c(CO)c1	1	-33	8	0.2	-0.7	12	-73	45*
6	Cc1ccccc1N=C1SCCN1C(=O)CN1C(=O)NC2(CCCC2)C1=O	-1	-23	-7	0.0	0.1	-1	0	0.1
7	CC1CCN(S(=O)(=O)c2cccc(S(=O)(=O)N3CCCC3)c2)CC1	0	-24	-5	0.3	-2.1	-9	-7	-0.4
8	Cc1ccccc1Cn1c(C)c(C(=O)NCC(C)C)sc1=O	0	-5	-5	0.0	1.1	3	-12	0.0
9	COC(=O)c1cccc(C23CC4(C2)[C@H](CN(C)[C@@H]4c2ccccc2)C3c2ccc(C(F)(F)F)cc2)c1 (stereo not given in full)	-3	9	-22	0.0	1.4	-6	-94	0.0
10	Cc1cc(/C=N/Nc2ccc([N+](=O)[O-])cn2)c(C)n1-c1ccc(C(=O)O)cc1	43*	-16	-1	0.0	1.1	.	-38	-1.2
11	Cc1ccc(NC(=O)CCc2c(C)nn(-c3ccc(N4CCCCC4)nn3)c2C)cc1	3	-25	4	0.0	-2.2	-1	-8	.
12	COc1ccc(CCNS(=O)(=O)CCNC(=O)c2ccccc2)cc1	0	11	14	0.1	-0.8	6	-10	.
13	O=C(CSc1nnc(NC(=O)c2ccc3c(c2)OCO3)s1)NCc1ccco1	-1	-5	0	0.3	-0.4	.	-13	-2.3
14	Cc1cc(C(C)(C)C)oc1C(=O)N(CC(=O)NC1CCCC1)c1ccc(F)cc1	5	-32	-3	.	2.5	-3	5	.
15	CC(CNc1nc2ccccc2n2cnnc12)c1ccccc1 (stereo not given)	7	-20	-9	-0.1	1.6	-3	-5	-0.1
16	COC(=O)c1cccc(C#CC(NP(=O)(c2ccccc2)c2ccccc2)c2ccccc2)c1 (stereo not given)	1	7	11	0.0	-0.5	7	-22	-0.3
17	Cc1ccc(NC(=O)c2cc(S(=O)(=O)N3CCCCC3)ccc2N2CCOCC2)cc1S(=O)(=O)N(C)C	-1	.	-8	0.0	-1.2	-2	3	.
18	COc1ccc(S(=O)(=O)N(C)C[C@H]2Oc3c(NC(=O)Nc4c(C)noc4C)cccc3C(=O)N([C@@H](C)CO)C[C@H]2C)cc1	2	-10&-4	-6	-0.6&-0.1	0.0&5.5	8	-1	175*!
19	CN(C)CCCNC(=O)[C@@]1(c2ccc([N+](=O)[O-])cc2)CC(=O)N(C2CCCCC2)[C@@H]1c1ccc(CO)cc1I	-1	.	-1	.	1.3	8	31	.
20	CC(C)c1cn(CC[C@H]2CC[C@H](NC(=O)C3CCOCC3)[C@H](CO)O2)nn1	7	1	-3	-0.6	-0.2	.	-6	0.6
21	COc1ccc(NC(=O)N(C)C[C@H]2Oc3ccc(NC(=O)Nc4ccc5c(c4)OCO5)cc3C(=O)N([C@H](C)CO)C[C@H]2C)cc1	1	-9	2	-0.8	-1.7	-5	22	0.3
22	CC(C)c1ccccc1NC(=O)CCc1nc2ccccc2s1	.	7	.	3.0	.	-3	.	0.2
23	Cc1[nH]n(-c2ccccc2)c(=O)c1C(=O)c1ccc([N+](=O)[O-])cc1	7	-1	-6	0.0	-2.5	.	-3	.
24	Cc1ccc(S(=O)(=O)c2c(O)c3ccc(C(=O)O)cc3[nH]c2=O)cc1	6	.	3	0.4	-0.4	-3	-1	0.1
25	COCCn1c(SCC(=O)Nc2cccc(F)c2)nc2c(c1=O)SCC2	0	8	-6	0.1	-1.3	-23	-7	.
26	C[C@H](CO)N1C[C@H](C)[C@H](CN(C)C(=O)C2CCC2)Oc2cc(Br)ccc2S1(=O)=O	.	1	.	-0.9	-0.9	.	.	0.3
27	COc1ccccc1C(=O)NCc1nnc(SCC(=O)Nc2nccs2)n1C	-1	9	18	0.0	1.7	-2	2	0.4
28	COc1ccc(N(CC(=O)NCc2cccnc2)S(=O)(=O)c2c(C)nn(C)c2C)cc1	-1	-4	1	0.2	-0.6	1	0	1.6
29	Cc1ccc(NC(=O)CN2C(=O)CCSc3ccc(S(=O)(=O)N4CCCC4)cc32)cc1C	0	-22	8	0.3	2.1	4	-9	.
30	CCOC(=O)N1CCC(N2C(=O)c3ccccc3C2Nc2ccccc2C)CC1 (stereo not given)	1	.	-1	0.0	0.6	-5	-12	.
31	CCCNC(=O)Nc1ccc2c(c1)C(=O)N(C)C[C@H](OC)[C@@H](C)CN(Cc1ccc(-c3ccccn3)cc1)[C@@H](C)CO2	.	-39	.	-0.6	-2.6	.	.	-0.2
32	Cc1ccc(-c2ccc3c(c2)O[C@H](CN(C)C(=O)C2CCC2)[C@H](C)CN([C@@H](C)CO)S3(=O)=O)cc1	3	-13	2	-0.3	0.4	1	-6	0.0
33	Cc1cc(C)c(NC(=O)COC(=O)c2ccncc2)c(C)c1	-1	5	3	0.1	-1.4	-4	-124	-0.3
34	O=C1NC(=O)c2cc(NC(=O)C3CCCCC3)ccc21	-1	1	14	.	-0.2	16	7	.
35	Cc1ccccc1OCCCCn1c(CO)nc2ccccc21	1	-55	-1	0.0	0.9	-3	-13	1.4
36	COc1ccc(NC(=O)c2cc(CC(C)C)nc3ccccc23)cc1	-4	.	-4	0.0	.	-8	-25	.
37	CCOC(=O)[C@H]1[C@H]2COc3ccccc3[C@@H]2N2C(=O)c3cc(OC)c(OC)cc3NC(=O)[C@@]12C	3	-15	-1	-0.3	-0.2	-3	2	0.0
38	Cc1nn(C)cc1/C=N/NC(=O)Cn1nnc(N)n1	-4	18	-2	0.2	0.4	-1	-5	.
39	CN1CCN(C(=O)CCN2C(=O)S/C(=C/c3ccc(Cl)cc3)C2=O)CC1	-1	-3	12	0.3	1.5	.	-3	.
40	O=C(N/N=C1\SCC(=O)N1CCc1ccccc1)c1cccs1	-2	14	1	0.3	3.4	1	1	.
41	CCC(=O)c1cn(CC(=O)Nc2ccc(C)cc2C)c2ccccc12	-6	-7	1	0.0	-4.1	3	-18	.
42	CSc1nc2sc3c(c2c(=O)n1C)CCC3	-2	25	-3	0.0	1.8	-5	-36	.
43	O=[N+]([O-])c1ccc(CS(=O)(=O)c2ccc(Cl)cc2)cc1	-1	10	-3	0.2	-1.3	-2	-7	-0.1
44	O=C(C1CCC1)N1CC2(C1)[C@@H](c1ccccc1)[C@@H](CO)N2C(=O)CC1CC1	1	7	10	0.4	2.5	.	-10	0.0
45	O=c1[nH]nc(CNc2ccc(OC(F)(F)F)cc2)c2ccccc12	2	.	11	0.2	.	-1	4	.
46	Cc1noc(C)c1S(=O)(=O)Nc1ccc2c(c1)CC(=O)N([C@@H](C)CO)C[C@H](C)[C@H](CN(C)Cc1ccc(C(=O)O)cc1)O2	0	11	5	0.2	-0.1	-3	-4	-1.6
47	CCOC(=O)c1cn2nc(N3CCCCC3)ccc2n1	-4	13	-6	0.1	0.0	.	0	-0.1
48	O=C(COC(=O)c1ccc(Cl)nc1)NC1CCCc2ccccc21 (stereo not given)	1	3	4	0.1	-0.5	-1	-10	-0.4
49	CCCCn1c(N)c(N(Cc2ccccc2OC)C(=O)C2=COCCO2)c(=O)[nH]c1=O	-1	-4	-2	0.3	3.1	.	-13	-0.2
50	CC(=O)Nc1ccc(NC(=O)C(C)OC(=O)CNS(=O)(=O)/C=C/c2ccc(C)cc2)cc1 (stereo not given)	4	2	2	0.0	-3.4	0	2	.
51	N#C[C@H]1N[C@H](CO)[C@H]1c1ccc(-c2cccc(F)c2)cc1	0	8	3	0.4	2.1	8	-7	0.0
52	C/C=C/c1cnc2c(c1)C(=O)N([C@H](C)CO)C[C@H](C)[C@@H](CN(C)S(=O)(=O)c1ccccc1F)O2	1	-8	9	0.2	-2.8	3	17	-0.1
53	O=C(N[C@H]1CC[C@H](CCNS(=O)(=O)c2ccc(F)cc2)O[C@@H]1CO)c1cccnc1	4	7	1	-0.1	-1.6	2	-15	-1.9
54	COc1ccc(-c2nnnn2C(C)C)cc1	-1	-1	2	-0.1	0.7	-2	-10	-0.1
55	CCc1nnc(NC(=O)c2ccc(S(=O)(=O)N3CCCC3)cc2)s1	-4	11	-4	0.1	1.3	.	-9	.
56	CCCN1C(=O)c2ccccc2NC1c1ccc(C)cc1 (stereo not given)	4	22	-1	0.0	-0.9	.	-11	0.1
57	O=C(CCN1C(=O)c2cccc3cccc(c23)C1=O)NCc1cccnc1	-1	4	-4	0.1	.	.	-20	.
58	Cn1c(SCC(=O)NCC2CCCO2)nnc1-c1cccc(NC(=O)c2ccccc2F)c1 (stereo not given)	2	4	-2	-0.1	-1.3	.	-5	.
59	C[C@@H]1CN([C@H](C)CO)C(=O)c2cccc(NC(=O)Nc3cccc4ccccc34)c2O[C@@H]1CN(C)Cc1ccc(C(=O)O)cc1	-1	1	?	0.0	-1.6	3	-13	.
60	O=C(COc1ccccc1)N[C@@H]1c2ccccc2CC[C@@H]1OCc1ccccc1	1	24	6	1.6	-4.3	-8	9	0.4

# (continued)
cpd	Molecule	CASP6 VEID inh	GSIS activator	DENV2 CPE rescue	XiGFP reactiv	CFTR F508del cor	RAD54 inh	RAD52 anneal inh	E-selectin induc
61	C=C(C)COc1cc2oc(=O)c(CC(=O)N3C[C@H]4C[C@@H](C3)c3cccc(=O)n3C4)c(C)c2cc1Cl	-3	14	?	.	1.6	14	-2	.
62	CCOC(=O)N1CCC(N(CCN(C)C)C(=S)Nc2ccc(OCC)cc2)CC1	-9	6	6	0.2	0.4	.	-5	.
63	CC1(C(=O)Nc2nccs2)CCN1C(=O)C1(c2ccccc2)CC1 (stereo not given)	0	8	-16	0.1	-5.3	-1	-8	-0.3
64	COc1cc(CNC2CCCCCCC2)cc(Cl)c1OC	-3	-19	-1	0.1	1.6	0	9	0.9
